TLR9-MyD88 inh = TLR9-MyD88 interaction inhibition. Q9NR96+Q99836. CHO BLA complementation TLR9-MyD88, CCF4 FRET ratio. inhibition, % at 4.98 µM. 0.21% of 340,000 active. AID 504734;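 active = inhibition above the mean over all tested compounds plus 3 SD, cut at about 21% in these data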;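 also: 0% = DMSO only wells and 100% = clavulanate BLA inhibitor control wells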
TROY signal inh = blocks TROY-dependent signaling in reporter cells; AID 1347056; inhibition, % at 10 µM; 0.98% of 360,000 active; Q293 LMP1-TROYcd NF-kB luciferase reporter, 4 h;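 active = compounds whose plate-normalised and pattern-corrected inhibition of the luciferase reporter signal at the single screening dose is 50% or more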
SRC1 inh = inhibitors of human steroid receptor coactivator 1 (SRC1). Q15788. HEK293 GAL4-SRC1 luciferase reporter, luminescence. inhibition, % at 3.6 µM. 0.12% of 360,000 active. AID 588354;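 active = inhibition above the campaign mean plus 3 SD, with each screening campaign given its own cutoff, cut at about 60% in these data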;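 also: 0% = DMSO treated cells and 100% = gossypol at 36 µM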
NR5A2 inv ag = suppresses constitutive activity of human LRH-1 | 0.13% of 360,000 active | HEK293T StAR-luciferase reporter, LRH-1 transfected, 24 h | inhibition, % at 3.6 µM | O00482;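 active = inhibition above the mean inhibition of all tested compounds plus 3 SD, cut at about 73% in these data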;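 also: 0% = DMSO wells and 100% = reporter-only cells lacking LRH-1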
COUP-TFII inh = blocks human COUP-TFII nuclear receptor; inhibition, % at 8.6 µM; HEK293T NGFI-A luciferase reporter, luminescence; P24468; 0.7% of 370,000 active;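 active = inhibition above a per-plate cutoff, mean inhibition of test wells between control levels plus 3 SD, cut at about 38% in these data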;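 also: cells cotransfected with COUP-TFII expression vector driving the NGFI-A reporter; 0% = median of COUP-TF2 test wells and 100% = reporter-only cells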
TRAIL sens C8 = caspase-8 TRAIL sensitization; inhibition (viability loss, TRAIL sensitization), % at 10 µM; 1% of 360,000 active; AID 624354; NB7+C8 cells + TRAIL, ATPlite viability luminescence;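 active = compounds causing at least 50% loss of cell viability in the single-dose screen, relative to plate controls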
SRC2 inh = human SRC2 (NCOA2) inhibition | Q15596 | HEK293 GAL4-SRC2 luciferase reporter, luminescence | inhibition, % at 9 µM | 0.17% of 370,000 active | AID 651957;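 active = inhibition above the mean inhibition of all tested compounds plus 3 SD, set per campaign, cut at about 52% in these data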;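 also: 0% = DMSO treated cells and 100% = cells given Gossypol at 36 µM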
Target sequence (Q15596 whole entry, looked up, the tested form may be a part): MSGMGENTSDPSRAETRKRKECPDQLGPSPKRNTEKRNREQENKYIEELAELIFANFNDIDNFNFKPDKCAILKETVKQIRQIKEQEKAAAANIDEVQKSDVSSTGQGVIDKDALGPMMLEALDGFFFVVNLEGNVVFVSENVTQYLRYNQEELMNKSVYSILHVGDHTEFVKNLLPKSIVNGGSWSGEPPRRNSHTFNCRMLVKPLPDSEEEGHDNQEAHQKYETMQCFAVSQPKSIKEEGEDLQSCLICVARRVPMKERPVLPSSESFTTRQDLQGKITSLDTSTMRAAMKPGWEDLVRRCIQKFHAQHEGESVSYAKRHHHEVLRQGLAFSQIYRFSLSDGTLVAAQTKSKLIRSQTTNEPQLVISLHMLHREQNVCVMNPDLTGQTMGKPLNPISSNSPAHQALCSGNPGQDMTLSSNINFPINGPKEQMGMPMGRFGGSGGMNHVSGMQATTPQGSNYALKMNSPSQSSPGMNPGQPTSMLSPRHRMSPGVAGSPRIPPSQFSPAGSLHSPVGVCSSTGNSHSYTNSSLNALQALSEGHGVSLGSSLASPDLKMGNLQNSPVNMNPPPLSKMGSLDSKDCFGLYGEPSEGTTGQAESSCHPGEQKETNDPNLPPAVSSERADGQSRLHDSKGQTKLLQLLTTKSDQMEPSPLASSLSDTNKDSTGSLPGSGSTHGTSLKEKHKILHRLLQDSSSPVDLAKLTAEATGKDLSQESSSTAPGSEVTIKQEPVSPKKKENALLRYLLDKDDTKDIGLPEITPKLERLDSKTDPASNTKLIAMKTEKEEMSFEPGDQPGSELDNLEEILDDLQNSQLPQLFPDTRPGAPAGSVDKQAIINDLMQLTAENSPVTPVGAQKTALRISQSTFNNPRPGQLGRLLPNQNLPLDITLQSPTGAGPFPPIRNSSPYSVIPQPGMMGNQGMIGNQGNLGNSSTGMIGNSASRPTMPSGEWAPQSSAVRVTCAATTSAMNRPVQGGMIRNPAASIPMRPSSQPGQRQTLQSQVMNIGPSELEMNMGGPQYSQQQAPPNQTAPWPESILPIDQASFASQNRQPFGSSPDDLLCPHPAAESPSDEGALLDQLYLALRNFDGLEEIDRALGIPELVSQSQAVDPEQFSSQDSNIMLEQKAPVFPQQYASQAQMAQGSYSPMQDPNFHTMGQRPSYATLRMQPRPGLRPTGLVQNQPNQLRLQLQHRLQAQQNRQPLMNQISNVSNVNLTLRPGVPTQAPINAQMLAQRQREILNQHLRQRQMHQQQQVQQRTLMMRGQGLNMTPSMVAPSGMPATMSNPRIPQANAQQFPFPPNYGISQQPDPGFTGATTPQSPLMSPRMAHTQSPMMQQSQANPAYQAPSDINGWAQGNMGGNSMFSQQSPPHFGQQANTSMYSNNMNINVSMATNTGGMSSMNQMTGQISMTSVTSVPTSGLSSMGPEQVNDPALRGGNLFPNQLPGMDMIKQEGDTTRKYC
NOD2 RIPK2 PPI = blocks binding of human NOD2 to RIPK2; CHO BLA complementation NOD2-RIPK2, CCF4 ratio; inhibition, % at 4.98 µM; O43353; 0.38% of 360,000 active; in the data active = inhibition above about 21%;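 also: 0% = vehicle only and 100% = reference blocker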
SRC3 inh = human NCOA3 inhibition; HEK293 GAL4-SRC3 luciferase reporter, luminescence; inhibition, % at 3.6 µM; 0.17% of 360,000 active;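 active = inhibition above a per-campaign cutoff, the mean of all compounds plus 3 SD, cut at about 60% in these data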;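 also: 0% = DMSO-treated cells and 100% = gossypol-treated cells at 36 µM; higher means less SRC3-driven luciferase light from the GAL4 reporter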
TWEAK Fn14 block = inhibitors of TWEAK-Fn14 interaction signaling; AID 1159606; inhibition, % at 10 µM; TWEAK-stimulated Fn14 reporter cells, luciferase luminescence, 8 h; 2% of 360,000 active; in the data active = inhibition above about 50%
EBV LMP1 NFkB = Epstein-Barr LMP1 NF-kappaB reporter inhibition | LMP1-induced NF-kappaB luciferase reporter cells, luminescence | 0.69% of 350,000 active | inhibition, % at 12.5 µM; in the data active = inhibition above about 41%;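 also: 0% = neutral control wells and 100% = reference inhibitor control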
* = called active by the depositor; . = no result given; & = joins results of further samples. These rows are one share of the data. The share of hits here may be higher or lower than overall.

item	canonical_smiles	TLR9-MyD88 inh	TROY signal inh	SRC1 inh	NR5A2 inv ag	COUP-TFII inh	TRAIL sens C8
1	Cc1nn(-c2ccccc2)c(C)c1/C=N/Nc1nc2ccccc2[nH]1	8	15	-135	-141	-61	43
2	O=C(/C=C/c1c(F)cccc1Cl)c1ccc(O)cc1	2	-7	-19	6	-19	21
3	O=C1N[C@@H](Cc2c[nH]c3ccccc23)COC(=O)[C@H](Cc2ccc(F)cc2)C/C=C\C[C@@H]1CC(=O)N(CCO)Cc1ccccc1	0	36	-8	14	6	17
4	CCOC(=O)C1CCN(S(=O)(=O)c2c[nH]c(=O)[nH]c2=O)CC1	-10	18	10	-1	15	-9
5	CC(c1ccccc1)n1cc(C(=O)NCc2ccccn2)nn1 (stereo unspecified)	-5	-9	0	-4	14	7
6	CC(C)C(=O)N=c1sc2cc(F)cc(F)c2n1C	9	-45	-6	-17	-25	-3
7	Cc1cc(C)n(C)c(=O)c1C#N	11	9	-2	11	-17	-5
8	CCOc1ccc(S(=O)(=O)N2CCC(C(=O)N3CCOCC3)CC2)cc1Cl	7	8	-5	3	-3	-6
9	O=C(Cc1cccs1)NC1CCCC1	0	-5	2	11	6	-6
10	CC(C)[C@H](NC(=O)OC(C)(C)C)c1nnc(S(=O)(=O)Cc2c(F)cccc2Cl)o1	16	41	2	-9	-26	17
11	O=C(COc1ccc2c(c1)OCO2)Nc1cccc(F)c1	1	-54	-59	-68	-32	-2
12	COc1cccc(C(=O)Cn2c(=N)n(C)c3ccccc32)c1	4	-33	-111	-85	-18	59*

item	SRC2 inh	NOD2 RIPK2 PPI	SRC3 inh	TWEAK Fn14 block	EBV LMP1 NFkB
1	-17	1	-97	44	-38
2	4	-5	-16	61*	-2
3	-22	2	-4	26	0
4	15	-7	7	3	4
5	19	0	-3	-36	-2
6	5	5	-12	-16	-6
7	-4	1	16	44	-1
8	-17	8	-4	-6	5
9	-18	-1	2	-1	-4
10	25	69*	12	42	30
11	-39	-5	-52	-22	-5
12	-4	13	-95	28	10

Molecules listed so far with an NH in an aromatic ring, in the order listed:
item	canonical_smiles	TLR9-MyD88 inh	TROY signal inh	SRC1 inh	NR5A2 inv ag	COUP-TFII inh	TRAIL sens C8
1	Cc1nn(-c2ccccc2)c(C)c1/C=N/Nc1nc2ccccc2[nH]1	8	15	-135	-141	-61	43
3	O=C1N[C@@H](Cc2c[nH]c3ccccc23)COC(=O)[C@H](Cc2ccc(F)cc2)C/C=C\C[C@@H]1CC(=O)N(CCO)Cc1ccccc1	0	36	-8	14	6	17
4	CCOC(=O)C1CCN(S(=O)(=O)c2c[nH]c(=O)[nH]c2=O)CC1	-10	18	10	-1	15	-9

item	SRC2 inh	NOD2 RIPK2 PPI	SRC3 inh	TWEAK Fn14 block	EBV LMP1 NFkB
1	-17	1	-97	44	-38
3	-22	2	-4	26	0
4	15	-7	7	3	4

Next records
item	canonical_smiles	TLR9-MyD88 inh	TROY signal inh	SRC1 inh	NR5A2 inv ag	COUP-TFII inh	TRAIL sens C8
13	C#CCSc1nnc(-c2sc3ccccc3c2Cl)o1	-10	-14	-111	-70	-65	24
14	C[C@H](NC(=O)c1nc[nH]c1C(=O)N1CCN(C(=O)OC(C)(C)C)CC1)C(=O)OCc1ccccc1	11	1	-5	-13	-10	-3
15	CC(C)(C)OC(=O)N1CCC(C(=O)N2CCCCCC2)CC1	-6	-7	-5	-6	12	-3
16	CCCNc1c(NC(=O)C2CCC(C)CC2)c(=O)oc2ccccc12 (stereo unspecified)	-10	4	3	4	12	-18
17	Cc1sc(NC(=O)CN(Cc2ccccc2)C(=O)C(C)C)c(C(N)=O)c1C	3	14	19	13	30	-2
18	CSc1nc(-c2ccccc2)nn1S(=O)(=O)c1ccc(Cl)cc1	-2	-29	-5	-38	-10	-1
19	CCOc1ncccc1C(=O)OC(C)C(=O)Nc1ccc(Cl)cn1 (stereo unspecified)	1	6	-3	13	-3	0
20	CCO[C@@H]1OC(C(=O)NC2CC2)=C[C@H](C(C)(C)C)[C@H]1CCCO	8	3	-8	9	-7	-3
21	CC(C)CCNC(=O)COc1ccc2c3c(c(=O)oc2c1)CCC3	2	-24	1	-16	15	7
22	Nc1ccc2c(c1)N1CCN=C1S2	18	3	11	-13	-24	1
23	CCCCCCCCN1C(=O)[C@H](CC(=O)NCc2cccc3ccccc23)C[C@@]2(C(=O)OC)CC(C)(C)CC=C12	.	.	.	15	5	3
24	COc1cc2sc3ccc(-c4ccc(CN5CCOCC5)cc4)cc3c(=O)c2cc1OC	-6	-19	-8	-25	-7	53*

item	SRC2 inh	NOD2 RIPK2 PPI	SRC3 inh	TWEAK Fn14 block	EBV LMP1 NFkB
13	-71	-4	-57	-12	-26
14	-3	-9	-17	-1	-8
15	-6	0	-22	14	2
16	3	-3	22	30	-4
17	6	-6	11	2	3
18	-17	-1	-15	-1	-2
19	-9	0	-36	-3	4
20	-9	7	2	-6	-1
21	-8	0	3	-14	7
22	2	4	4	0	6
23	-12	-6	.	.	.
24	-28	3	-21	2	8

Continuation:
item	canonical_smiles	TLR9-MyD88 inh	TROY signal inh	SRC1 inh	NR5A2 inv ag	COUP-TFII inh	TRAIL sens C8
25	Cc1noc(C)c1C(=O)N1CCC1(C)C(=O)NS(=O)(=O)c1cccc(F)c1 (stereo unspecified)	.	8	8	-7	-4	-24
26	CC(C)(C)CN1CCN(CCCc2ccccc2)C(CCO)C1 (stereo unspecified)	1	2	1	-1	4	-6
27	COc1cc(C(O)c2nc(-c3cccc(F)c3)cs2)ccc1F (stereo unspecified)	.	-39	5	0	13	5
28	CCCCCCSc1cccc(-c2nc3ccc(Cl)cn3c2NCCCC)c1	4	-74&-39	-10	-11&-18	8&-3	-16&2
29	Cc1cc(C)c(S(=O)(=O)CCC(C)C)c(=O)[nH]1	18	1	10	-3	5	4
30	Cc1ccc(S(=O)(=O)N2CCOCC2)cc1NC(=O)COC(=O)c1ccc2c(c1)OCCO2	-3	8	21	7	6	1
31	COc1ccc(-c2oc3cc(OC)c(O)c(OC)c3c(=O)c2OC)cc1O	8	16	-2	12	-33	8
32	COc1ccc(NC(=O)CCN2CCC(C)CC2)cc1	-1	11	-10	-4	8	-3
33	O=c1c2[nH]c3ccc(F)cc3c2ncn1CC1CCCO1 (stereo unspecified)	-1	-17	-4	-6	.	23
34	O=C1C2CCCCC2C(=O)N1c1ccc(S(=O)(=O)Nc2ncccn2)cc1 (stereo unspecified)	-7	-1	2	-8	0	-26
35	Cc1ccc(C)c(N(CC(=O)NCc2ccco2)C(=O)CNS(=O)(=O)c2ccccc2)c1	-9	11	8	10	-18	-17
36	O=C(CC1NC2CCCCC2NC1=O)Nc1cccc(C(F)(F)F)c1 (stereo unspecified)	-12	0	-16	20	7	0

item	SRC2 inh	NOD2 RIPK2 PPI	SRC3 inh	TWEAK Fn14 block	EBV LMP1 NFkB
25	0	4	-10	0	.
26	-1	-1	-20	8	-9
27	5	2	-4	-7	.
28	-12&-8	1&9	4	-8&-56	2
29	-2	2	-6	1	3
30	-13	4	12	15	-2
31	-21	-6	5	10	3
32	-3	2	21	7	2
33	.	-13	13	25	-4
34	14	0	4	-4	-4
35	-9	1	16	-5	-10
36	6	2	9	0	-15

Next part.
item	canonical_smiles	TLR9-MyD88 inh	TROY signal inh	SRC1 inh	NR5A2 inv ag	COUP-TFII inh	TRAIL sens C8
37	CC1Cc2ccccc2N1CC(=O)Nc1cccc(S(N)(=O)=O)c1 (stereo unspecified)	6	5	11	-2	5	-3
38	CCCc1cc(N2CCCC2)n2nc(C)c(-c3ccccc3)c2n1	-5	8	3	-18	8	8
39	O=C(O)CCC1OC(=O)C(O)=C1c1ccccc1 (stereo unspecified)	4	1	0	-12	-1	-3
40	C/C(N)=C(/C#N)C(=O)CSc1nnc(NC(C)C)s1	-13	-46	-60	-68	-24	9
41	CCOC(=O)c1c(NC(=O)COC(=O)C2CC2C)sc(C)c1C (stereo unspecified)	6	3	-1	1	-12	-6
42	COc1ccc(OC)c(NC(=O)CSc2nnc(CCCO)n2-c2ccccc2)c1	3	-5	10	-5	-9	19
43	COc1cc(C(=O)NNC(=O)C2CC=CCC2C(=O)O)cc(OC)c1OC (stereo unspecified)	10	8	-28	26	-71	6
44	O=C(c1cccn(Cc2cccc(Cl)c2)c1=O)N1CCOCC1	-4	9	-10	12	2	-2
45	O=C(NNC1=C(C(=O)C(F)(F)F)CCC1)c1ccc(Cl)cc1	3	0	-3	-40	19	5
46	CSCC(=O)Nc1nc(-c2ccc3c(c2)OCCO3)cs1	-10	-64	-126	-138	-41	13
47	CC(C)(C)NC(=S)N/N=C/c1c(Cl)cccc1Cl	-3	-4	11	8	8	-1
48	C=CCn1c(SCC(=O)Nc2sccc2C(N)=O)nc2sc(CC)cc2c1=O	5	48	10	6	42*	16

item	SRC2 inh	NOD2 RIPK2 PPI	SRC3 inh	TWEAK Fn14 block	EBV LMP1 NFkB
37	6	-6	11	-10	6
38	-3	1	-5	13	-2
39	11	-3	18	-17	-3
40	-36	-1	-26	17	-40
41	-10	-2	1	-1	2
42	-1	3	13	6	1
43	14	7	-15	-16	-54
44	1	-1	0	2	-1
45	-11	2	-25	-28	2
46	-67	0	-96	-7	-39
47	3	1	2	-9	-7
48	6	-2	-27	72*	13

(next part)
item	canonical_smiles	TLR9-MyD88 inh	TROY signal inh	SRC1 inh	NR5A2 inv ag	COUP-TFII inh	TRAIL sens C8
49	C=CCSc1nc2sc(C)c(C)c2c(=O)[nH]1	-2	3	1	-9	4	1
50	FC(F)(F)c1nnc2ccc(N3CCCCC3)nn12	.	8	0	-15	-9	33
51	COc1ccc(NC(=O)c2oc3ccccc3c2C)cn1	-11	-48	-67	-30	-29	2
52	COC(=O)c1ccc(/C=C2\N=C(SC)SC2=O)cc1	-14	-17	-12	3	8	-4
53	O=C(c1cc(C2CC2)on1)N1CCOCC1	-1	-8	6	6	-11	-4
54	COc1ccc(OC)c(NC(=O)COC(=O)c2ccc(OC)c(S(=O)(=O)N3CCCC3)c2)c1	0	11	-4	-4	-17	9
55	Cn1c(CN2CCOCC2)nnc1SCC(=O)Nc1ccc2c(c1)OCCO2	-8	4	3	-11	7	-6

item	SRC2 inh	NOD2 RIPK2 PPI	SRC3 inh	TWEAK Fn14 block	EBV LMP1 NFkB
49	-24	-17	-27	1	7
50	-2	2	12	-18	.
51	-36	3	-38	-6	-18
52	24	-2	-1	43	0
53	12	1	-18	11	-3
54	-38	5	4	-9	-1
55	-13	-23	17	10	-3

Looked up by structure from above, 4 records:
item	canonical_smiles	TLR9-MyD88 inh	TROY signal inh	SRC1 inh	NR5A2 inv ag	COUP-TFII inh	TRAIL sens C8
53	O=C(c1cc(C2CC2)on1)N1CCOCC1	-1	-8	6	6	-11	-4
54	COc1ccc(OC)c(NC(=O)COC(=O)c2ccc(OC)c(S(=O)(=O)N3CCCC3)c2)c1	0	11	-4	-4	-17	9
55	Cn1c(CN2CCOCC2)nnc1SCC(=O)Nc1ccc2c(c1)OCCO2	-8	4	3	-11	7	-6
49	C=CCSc1nc2sc(C)c(C)c2c(=O)[nH]1	-2	3	1	-9	4	1

item	SRC2 inh	NOD2 RIPK2 PPI	SRC3 inh	TWEAK Fn14 block	EBV LMP1 NFkB
53	12	1	-18	11	-3
54	-38	5	4	-9	-1
55	-13	-23	17	10	-3
49	-24	-17	-27	1	7

Screens from PubChem.
